MITF primary – human MITF inhibition, primary screen. O75030. AlphaScreen MITF homodimerization, bead proximity signal. inhibition, % at 2.6 µM. 0.91% of 650,000 active. AID 1259374; in the data active = inhibition above about 50%;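 note: 0% = vehicle wells with protein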
Target sequence (O75030 whole entry, looked up): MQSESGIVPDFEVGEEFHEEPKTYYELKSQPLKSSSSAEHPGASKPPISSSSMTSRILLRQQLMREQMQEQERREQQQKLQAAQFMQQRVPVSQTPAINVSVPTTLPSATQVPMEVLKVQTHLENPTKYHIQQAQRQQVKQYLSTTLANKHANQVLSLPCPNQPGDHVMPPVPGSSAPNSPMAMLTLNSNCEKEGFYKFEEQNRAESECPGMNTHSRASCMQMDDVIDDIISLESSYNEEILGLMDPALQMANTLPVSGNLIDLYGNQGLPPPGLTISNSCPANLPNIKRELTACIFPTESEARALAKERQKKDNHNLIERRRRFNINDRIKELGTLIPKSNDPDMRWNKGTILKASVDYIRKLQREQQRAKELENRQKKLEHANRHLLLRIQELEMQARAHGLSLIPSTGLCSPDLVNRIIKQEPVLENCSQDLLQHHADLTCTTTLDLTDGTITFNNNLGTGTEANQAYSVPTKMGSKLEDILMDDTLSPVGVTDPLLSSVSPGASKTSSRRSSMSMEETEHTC
GPR151 activ – activates the human receptor GPR151; Q8TDV0; PathHunter beta-arrestin GPR151 cells, luminescence; activation, % at 11.2 µM; 1% of 650,000 active; in the data active = activation above about 4.9%;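 note: 0% = median of compound wells and 100% = cells with positive control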
Target sequence (Q8TDV0 whole entry, looked up): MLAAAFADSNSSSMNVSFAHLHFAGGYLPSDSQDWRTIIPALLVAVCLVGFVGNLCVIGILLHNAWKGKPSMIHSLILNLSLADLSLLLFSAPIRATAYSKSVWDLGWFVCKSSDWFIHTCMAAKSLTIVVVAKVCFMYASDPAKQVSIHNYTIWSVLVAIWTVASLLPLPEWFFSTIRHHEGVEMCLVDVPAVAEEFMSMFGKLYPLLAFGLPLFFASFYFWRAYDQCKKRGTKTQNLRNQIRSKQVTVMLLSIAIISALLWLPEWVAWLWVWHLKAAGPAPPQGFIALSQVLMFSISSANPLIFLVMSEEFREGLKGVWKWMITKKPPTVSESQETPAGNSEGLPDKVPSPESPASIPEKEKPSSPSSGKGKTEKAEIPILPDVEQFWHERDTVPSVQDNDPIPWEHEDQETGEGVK
FBW7 activator – activators of human E3 ligase FBW7 | AlphaScreen FBW7–phospho-cyclin E peptide binding, activator screen | normalized activity (activation), % at 26.1 µM | 0.13% of 650,000 active; in the data active = normalized activity above about 1.9%;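 note: purified mutant Fbw7 with reduced substrate affinity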
TEAD-YAP inh – TEAD-YAP interaction inhibition; HEK-TIYL cells, TEAD-Gal4/YAP UAS-luciferase luminescence; inhibition, % at 9.12 µM; 1.4% of 640,000 active; in the data active = inhibition above about 32%;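 note: 0% = median of test compound wells and 100% = reference inhibitor wells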
* hit, by the source's call; . = no result given; & = joins results of further samples.

SMILES | MITF primary | GPR151 activ | FBW7 activator | TEAD-YAP inh
CCCN1CCN(C(=O)c2sc3ncnc(N4CCN(c5ccccc5F)CC4)c3c2C)CC1 | 13.0 | -0.4 | 1.1 | 27.3
CC(=O)OC(C(=O)NC1CCCCC1)c1cccc(F)c1 (centres undefined) | -3.1 | -1.1 | 0.5 | 0.2
CCOC(=O)C1=C(C)NC(C)=C(C(=O)OCC)C1c1ccc(C)o1 | 20.1&-1.0 | 0.6&0.1 | 0.6&0.0 | 1.2&-2.4
COc1ccc(C(C)=O)cc1CN1c2cccc3cccc(c23)S1(=O)=O | -9.5 | 0.6 | 0.0 | -10.6
Nc1cccc(-c2nc(NCc3cccnc3)c3ncn(Cc4ccc(C(F)(F)F)cc4)c3n2)c1 | -7.1 | 0.2 | 0.0 | -4.3
CCCCOC(=O)C1=C(C)NC(=O)NC1c1cc(OC)c(O)c([N+](=O)[O-])c1 (centres undefined) | 30.7 | 1.0 | 0.5 | -3.0
COc1cccc(C2C(C(=O)OC(C)C)=C(C)NC3=C2C(=O)CC(c2ccccc2)C3)c1OC (centres undefined) | -2.4 | -0.7 | 0.3 | -0.3
COc1ccc(CCn2nnnc2CN2CCN(c3ccccc3OC)CC2)cc1OC | -5.6 | 1.2 | -0.3 | 5.3
CCCCN1C(=O)C(NC(=O)c2ccccc2)(C(F)(F)F)C2=C1CC(C)(C)CC2=O (centres undefined) | -3.8 | -1.0 | 0.1 | 0.8
Cc1ccc(C(C)C)c(OC(=O)c2cc(-c3ccc(Cl)cc3)nc3ccc(C)cc23)c1 | -7.7 | 1.7 | 0.0 | -8.9
CCCCCCCCCCCCCCCCOC[C@H](COP(=O)(O)OCC[N+](C)(C)C)OC(=O)CCC | -0.4 | 4.5 | . | .
Cc1cc(C)c(S(=O)(=O)NCc2nc3nc(C)cc(C)n3n2)c(C)c1 | 1.4 | -2.8 | 0.3 | 14.7
CCCn1c(=O)c(C(=O)NNC(=O)c2ccccc2[N+](=O)[O-])c(O)c2ccccc21 | -9.8 | -0.9 | -0.3 | 0.2
Cc1ccc(Cl)c(OCC(=O)NN2CCOCC2)c1 | 9.4 | -0.4 | 0.1 | 11.6
Cn1cc(/C=C2/NC(=O)N(Cc3ccccc3F)C2=O)c2ccccc21 | 22.2 | -0.1 | 0.4 | -0.2
O=C(Nc1cc(-c2ccccc2Oc2ccc(F)cc2)ccn1)C1CCOC1 (centres undefined) | 22.2 | 3.3 | 1.2 | 25.6
C=CCOc1ccc(/C=C/C(=O)OCc2nnc(-c3ccc([N+](=O)[O-])cc3)o2)cc1 | -2.2 | -1.5 | -0.1 | 6.7
CSc1nc(-c2ccccc2)c(NC(=O)c2ccco2)s1 | 8.2 | 0.0 | 0.5 | -4.7
Cc1ccc(OCC(=O)Nn2cnc3ccccc32)cc1 | 10.0 | 1.7 | 0.1 | -0.9
COc1ccc(NC(=O)c2sc3nc(N)c(C#N)cc3c2N)cc1 | 18.1 | 1.5 | 18.4* | -30.0

By substructure, the entries above containing a Cl atom (2)
SMILES | MITF primary | GPR151 activ | FBW7 activator | TEAD-YAP inh
Cc1ccc(C(C)C)c(OC(=O)c2cc(-c3ccc(Cl)cc3)nc3ccc(C)cc23)c1 | -7.7 | 1.7 | 0.0 | -8.9
Cc1ccc(Cl)c(OCC(=O)NN2CCOCC2)c1 | 9.4 | -0.4 | 0.1 | 11.6

Returning to the listing with the 3 entries that preceded the break.
SMILES | MITF primary | GPR151 activ | FBW7 activator | TEAD-YAP inh
CSc1nc(-c2ccccc2)c(NC(=O)c2ccco2)s1 | 8.2 | 0.0 | 0.5 | -4.7
Cc1ccc(OCC(=O)Nn2cnc3ccccc32)cc1 | 10.0 | 1.7 | 0.1 | -0.9
COc1ccc(NC(=O)c2sc3nc(N)c(C#N)cc3c2N)cc1 | 18.1 | 1.5 | 18.4* | -30.0
OCCNc1nc(Cl)nc(Nc2ccccc2F)n1 | 9.1 | -0.8 | 0.2 | -12.4
O=C1/C(=C/c2ccc(Cl)cc2)C=C(c2ccccc2)N1c1cccnc1 | 15.0 | -0.8 | 0.3 | -19.4
CC(CCN1CCC2(CC1)CC2C(=O)N1CCCN(C)CC1)c1ccccc1 (centres undefined) | -7.7 | 0.9 | 0.0 | -3.5
C=CCn1c(=S)[nH]c2sc3c(c2c1=O)CCCCC3 | 4.3 | 3.1 | 0.1 | 8.8
O=C(N/N=C1\C2CN3CCN(C2)CC1(Cc1ccccc1)C3)Nc1ccccc1 | 23.0 | -1.2 | 0.3 | 11.8
COc1ccc(Cn2c(SCC(=O)NCCc3ccc(S(N)(=O)=O)cc3)nc3ccsc3c2=O)cc1 | -0.3 | 1.5 | -0.1 | 1.6
CC(=O)OCCCNc1cc(Sc2nccn2C)c2nonc2c1[N+](=O)[O-] | 6.1 | -1.8 | 0.0 | 0.0
CCn1nnnc1SCC(=O)NC1CCCC1 | 5.8 | 0.8 | 0.3 | 1.9
Cc1cc(C)n2c(SCn3nnc4ccccc4c3=O)nnc2n1 | 0.5 | -2.3 | 0.1 | -9.2
COc1cccc(OCCCCOc2ccc([N+](=O)[O-])cc2)c1 | -2.7 | 2.5 | 0.7 | -9.1
CCNC(=O)/C(=C/c1ccco1)NC(=O)c1ccc(OC)cc1 | -14.0 | 0.0 | -0.3 | 13.2
O=C(/C=C/c1ccccc1Cl)Nc1nnc(-c2ccc(F)cc2)o1 | 4.4 | 2.1 | -0.1 | 2.5
CC1CCCCC1NC(=O)CCNC(=O)c1ccc(Br)o1 (centres undefined) | -0.4 | -0.3 | -0.1 | -0.7
O=C(Cn1c(-c2cccnc2)nc2ccccc21)NCc1ccc(F)cc1 | 16.0 | -0.3 | -0.2 | -5.2
C/C(=N\NC(=O)CN1CCOCC1)C(C)(C)C | -7.6 | -0.2 | -0.2 | -9.1
CCCCn1c(=O)n(CC(=O)NC(N)=O)c(=O)c2c1ncn2Cc1ccco1 | 4.0 | -0.5 | -0.1 | -3.1
Cc1cccc2cc(CN(Cc3ccccc3)C(=O)C3CCC3)c3nnnn3c12 | 33.3 | 1.6 | 0.1 | 5.2
CCN(CC)c1ncnc2sc3c(c12)CC(C)CC3 (centres undefined) | 5.1 | 1.0 | 0.0 | 0.0
O=C(c1ccccc1F)N1CCN(Cc2ccc3c(c2)OCO3)CC1 | 51.3* | -1.1 | 0.1 | 15.3
COc1cc(/C=C(\C#N)c2nnc3n2CCCCC3)ccc1OC(=O)c1ccc([N+](=O)[O-])o1 | 10.4 | 1.3 | 0.0 | -5.1
CC1=C(C(=O)Nc2ccccc2C)C(c2ccco2)C(C#N)=C(SCC(=O)Nc2ccccc2)N1 (centres undefined) | -13.6 | -0.4 | 0.1 | -4.5
COc1ccc(-n2nnnc2SCC(=O)N(Cc2ccccc2)C(C)(C)C)cc1 | 9.4 | -1.4 | -0.2 | -1.6
O=C(CN(c1cc(C(F)(F)F)ccc1Cl)S(=O)(=O)c1ccccc1)Nc1ccccc1 | 2.6 | -0.3 | 0.2 | 5.1
COc1ccc(CNC(=O)CN(C)c2nnc(N3CCCC3=O)s2)cc1 | -0.3 | 1.7 | 0.0 | 2.5
O=C(/C=C/c1ccc(Cl)cc1)NNC(=O)c1ccc(Cl)cc1 | -7.7 | 0.3 | 0.1 | 11.9
CC/C(C)=N\NC(=O)c1ccc(N)cc1 | 7.4 | 0.7 | 0.0 | -25.2
CCC(=O)N(C)C(Cc1ccc(F)cc1F)C1CCN(C(=O)c2nonc2C)CC1 (centres undefined) | 6.9 | 0.9 | 0.1 | -9.1
CC1=NN(c2ccc(Cl)c(C(=O)O)c2)C(=O)/C1=C/c1cn(Cc2ccc(Cl)cc2Cl)nc1-c1ccccc1 | 10.4 | 0.1 | 0.1 | -9.1
Cc1noc(C)c1C(=O)N1CCC(c2[nH]ncc2-c2ccncc2)CC1 | 3.8 | 0.1 | -0.1 | 8.6
COC(=O)C1=C(C)NC2=C(C(=O)CC(C)(C)C2)C1c1cccc2ccccc12 (centres undefined) | 3.6&-5.2 | -0.2&-0.1 | -0.1&0.1 | 18.3&10.7
Nc1nonc1-c1noc(C2CCCCC2)n1 | -28.4 | -0.4 | -0.1 | -17.5
CCOc1ccc(S(=O)(=O)N(CC(=O)NCC2CCCO2)c2ccccc2)cc1 (centres undefined) | 4.0 | -0.6 | 0.1 | -16.6
CCN(CC)C(=O)Oc1ccc2c(=O)c(Oc3ccc(C(=O)OC)cc3)c(C)oc2c1 | 12.5 | -0.8 | 0.2 | 9.6
Cc1cccc(OCCSc2nc3ccccc3[nH]2)c1 | 13.0 | 0.6 | 0.0 | -12.1
COc1ccc(Oc2c(F)c(N3CCOCC3)nc(F)c2Cl)cc1 | 1.6 | 1.8 | 0.1 | -2.5
O=C(Nc1c(C(=O)N2CCOCC2)cnn1-c1ccccc1)c1cccc(F)c1 | 1.2 | 1.8 | -0.2 | -1.0
COc1cccc(C(=O)NC2=NCCS2)c1OC | 0.4 | -0.8 | -0.3 | -42.9
COC(=O)c1ccc(NC(=O)/C(=C\c2ccc(OC)cc2)NC(=O)c2ccccc2Cl)cc1 | 6.5 | -0.9 | 0.0 | 8.4
CCCNc1nc(-c2cccs2)ncc1C | 3.0 | 0.4 | -0.1 | -2.5
Cc1ccc(NC(=O)c2ccccc2F)c(C(=O)O)c1 | 13.1 | -5.0 | 0.5 | 2.1
N#Cc1ccc(NS(=O)(=O)c2ccccc2[N+](=O)[O-])cc1 | -5.4 | 0.5 | 0.1 | 3.8
Cc1ccc(CC(=O)Nc2nnc(-c3cccc(Br)c3)o2)cc1C | 9.9 | -0.1 | 0.5 | 11.5
Cc1cc(NC(=O)c2cc3ccccc3o2)cc(C)c1OCC(=O)N1CCOCC1 | 3.6 | 1.1 | 0.1 | -18.6
CCOC(=O)N1CCc2c(sc(NC(=O)c3cccc(Br)c3)c2C#N)C1 | -13.3 | -0.5 | -0.1 | 41.5*
CCCc1cc(=O)[nH]c2nnc(SCC(=O)Nc3nnc(SCC)s3)n12 | 3.6 | -0.2 | 0.0 | 1.8
CCNC(=O)[C@@H]1C[C@@H](NCc2ccncc2)CN1Cc1ccc2ccccc2c1 | 3.7 | -0.4 | -0.1 | 1.0
CCOc1cc(/C=C2\N=C(c3cccc(F)c3)OC2=O)cc(Br)c1OC(C)=O | 18.4 | -1.3 | 0.3 | 9.6
Cc1c(C(=O)C(=O)N2CCCCC2C)c2ccccc2n1C (centres undefined) | 14.6 | 0.1 | -0.1 | 0.1
COc1cc(Br)ccc1OCC(=O)N/N=C/c1ccc(Br)cc1 | 10.1 | 0.2 | 0.1 | 12.4
Cc1cc(C)n2c(SCC(=O)Nc3ncc(C)s3)nnc2n1 | 11.1 | -0.9 | 0.0 | 0.4
O=C(c1ccc2c(=O)n(Cc3cccc(Br)c3)c(=S)[nH]c2c1)N1CCN(c2ccccc2)CC1 | 3.0 | -0.7 | -0.1 | 0.4
CCc1cccc(C)c1NC(=O)c1cc(C)oc1C | 17.1 | 1.4 | -0.2 | -0.5
CCCCNC(=O)c1sc(=S)n2c1[nH]c(=O)c1ccccc12 | -7.7 | -1.4 | -0.1 | 10.2
c1cc(CN2CCCC(c3ccn[nH]3)C2)c2nccnc2c1 (centres undefined) | 8.2 | 0.8 | 0.0 | 8.1
COc1ccc(CCNS(=O)(=O)c2cc(C)ccc2OC)cc1OC | 5.8 | 3.0 | 0.0 | -1.8

In the list so far, these contain a CF3 group.
SMILES | MITF primary | GPR151 activ | FBW7 activator | TEAD-YAP inh
Nc1cccc(-c2nc(NCc3cccnc3)c3ncn(Cc4ccc(C(F)(F)F)cc4)c3n2)c1 | -7.1 | 0.2 | 0.0 | -4.3
CCCCN1C(=O)C(NC(=O)c2ccccc2)(C(F)(F)F)C2=C1CC(C)(C)CC2=O (centres undefined) | -3.8 | -1.0 | 0.1 | 0.8
O=C(CN(c1cc(C(F)(F)F)ccc1Cl)S(=O)(=O)c1ccccc1)Nc1ccccc1 | 2.6 | -0.3 | 0.2 | 5.1

Reformatted field by field: entries from further up.
COc1ccc(Cn2c(SCC(=O)NCCc3ccc(S(N)(=O)=O)cc3)nc3ccsc3c2=O)cc1
- MITF primary: -0.3
- GPR151 activ: 1.5
- FBW7 activator: -0.1
- TEAD-YAP inh: 1.6
COc1ccc(CCn2nnnc2CN2CCN(c3ccccc3OC)CC2)cc1OC
- MITF primary: -5.6
- GPR151 activ: 1.2
- FBW7 activator: -0.3
- TEAD-YAP inh: 5.3
CCC(=O)N(C)C(Cc1ccc(F)cc1F)C1CCN(C(=O)c2nonc2C)CC1 (centres undefined)
- MITF primary: 6.9
- GPR151 activ: 0.9
- FBW7 activator: 0.1
- TEAD-YAP inh: -9.1

From PubChem
